High-throughput results (PubChem BioAssay)
Shn3 3UTR inh – Schnurri-3 reporter inhibition in Clone20 osteoblasts; Clone20 osteoblast Shn3 3'UTR firefly luciferase, 24 h; inhibition, % at 12.5 µM; AID 588674; 0.52% of 360,000 active;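 active means mean inhibition of at least 75% with every replicate also reaching 75%; inconclusive means mean inhibition at least 75% but some replicate below; inactive means mean inhibition below 75%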;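 further: 0% = median of neutral control wells and 100% = pilot-screen positive control compound; some compounds past the cut are filed as inactive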
CF NFkB block – cystic fibrosis NF-kB activation inhibition; KKLEB NF-kB-GFP reporter, PAF-induced, GFP fluorescence overnight; inhibition, % at 5 µM; 0.86% of 360,000 active; AID 588850;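 active means at least 50% inhibition at 5 µM, scaled per plate between neutral and stimulator controls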;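 further: PAF is a Pseudomonas aeruginosa culture filtrate used as stimulus; plate controls were PAF-stimulated DMSO wells for no effect and unstimulated DMSO wells for full effect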
HIF-2a block – inhibitors of HIF-2a | 0.72% of 360,000 active | inhibition, % at 18.8 µM | 786-0 RCC cells HIF-2a reporter, luciferase luminescence, overnight;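 active means inhibition of the luminescence signal of 40% or more relative to plate controls, in a single-dose primary screen at 18.75 µM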
Peg3 promoter – inhibitors of Peg3 promoter; HeLa PEG-Prom luciferase reporter, luminescence, overnight; inhibition, % at 20 µM; 1.7% of 360,000 active; AID 588405;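 active means inhibition of at least 50% at 20 µM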
Vif inh – blocks HIV Vif function; HEK293T cells, Vif self-association by quenched fluorescence, imaging, 24 h; inhibition, % at 7.49 µM; 0.35% of 340,000 active; AID 602346; in the data active means inhibition above about 50%, passing the limit was not always enough; inconclusive means no clear call, values can overlap the other calls; inactive means below about 31%; further: some results filed as inactive read as strong as hits
KKLEB tox – counter-screen for CF NF-kB inhibitors: cytotoxicity; KKLEB CF airway cells viability, ATPlite luminescence, overnight; stronger effect = lower value; cells stimulated with P. aeruginosa culture filtrate; activity change (cytotoxicity), % at 5 µM; 0.36% of 360,000 active;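 active means corrected activity change at or below -50% at 5 µM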
TRPM1 prom inh – reduces MITF-dependent TRPM1 promoter luciferase signal; SK-MEL-5 TRPM1 promoter luciferase, 24 h; inhibition, % at 12.5 µM; 0.83% of 330,000 active;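 active means mean inhibition across replicates of 60% or more, whatever share of single replicates reaches that level; inconclusive means some that reach 60%, reason not given; inactive means mean inhibition across replicates below 60%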; further: values of inactives mirror those of a sister screen read the other way
CaV13 FRET inh – Disruptors of the CACNA1D IQ motif to Ca2+-dependent inactivation inhibitor domain association, primary screening, Förster resonance energy transfer in intact living …. inhibition, % at 12.3 µM. 0.098% of 340,000 active. AID 743397. HEK cells, CFP/YFP FRET ICDI-IQ, plate reader, 10 min; percent FRET-ratio fall versus neutral wells;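 active means mean replicate inhibition of at least 30% and at least 1% of replicates passing that level; inconclusive means only one of the two criteria is met; inactive means neither criterion is met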;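 further: 0% = median of the neutral control wells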
NR2E3 ag-1 – NR2E3 (human) agonism | GST-NR2E3/biotin-RetCOR TR-FRET, 1536-well | inhibition of corepressor binding, % at 4.78 µM | 0.12% of 320,000 active | AID 2300;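 active means percent inhibition above the cutoff of mean plus 3 SD of all tested compounds, set per screening campaign, cut at about 20% in these data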;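 further: 0% = DMSO wells and 100% = biotin wells as full block of FRET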
Target sequence (Q9Y5X4 whole entry, looked up): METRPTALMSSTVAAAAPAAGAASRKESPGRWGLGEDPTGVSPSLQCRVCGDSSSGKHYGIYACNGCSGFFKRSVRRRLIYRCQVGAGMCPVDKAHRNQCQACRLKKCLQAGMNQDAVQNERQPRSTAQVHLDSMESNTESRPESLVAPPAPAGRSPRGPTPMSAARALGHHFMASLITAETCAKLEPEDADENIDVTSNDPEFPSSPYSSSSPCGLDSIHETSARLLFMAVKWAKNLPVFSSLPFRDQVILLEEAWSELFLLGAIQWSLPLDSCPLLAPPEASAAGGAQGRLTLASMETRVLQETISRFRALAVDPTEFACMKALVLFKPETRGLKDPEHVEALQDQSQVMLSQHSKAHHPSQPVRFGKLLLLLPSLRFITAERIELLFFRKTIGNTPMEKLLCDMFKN
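System: GST-tagged NR2E3 plus biotinylated RetCOR corepressor; Buffer or medium: pH 7.5 Tris-based buffer; Probe or stimulus: RetCOR corepressor, biotinylated, 7 nM; Doses: compound at 4.8 µM, single dose; Schedule: 5 h incubation at 4 °C; Technique: time-resolved FRET; Evaluation: percent inhibition of TR-FRET ratio; Replication: one well per compound, singlicate testing.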
NR2E3 ag-2 – human photoreceptor-specific nuclear receptor agonism. Q9Y5X4. CHO-S Gal4-NCOR/VP16-NR2E3 two-hybrid, luciferase. inhibition of corepressor binding, % at 3.98 µM. 0.35% of 360,000 active. AID 602229;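 active means inhibition above the mean of all tested compounds plus 3 SD, cut at about 70% in these data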;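 further: 0% = DMSO with NR2E3 transfected cells and 100% = cells lacking NR2E3 construct; higher means lower luciferase signal from less NR2E3 corepressor binding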
PDI inh – inhibitors of human protein disulfide isomerase; PDI insulin aggregation turbidity, A650, 90 min; inhibition, % at 10 µM; 0.052% of 350,000 active; AID 588391;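 active means mean inhibition across replicates of 30% or more, whatever share of single replicates reach that level; inconclusive means mean inhibition below 30% while every single replicate reaches 30%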;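 further: absorbance from insulin aggregation driven by PDI reduction with DTT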
Target sequence (P07237 whole entry, looked up): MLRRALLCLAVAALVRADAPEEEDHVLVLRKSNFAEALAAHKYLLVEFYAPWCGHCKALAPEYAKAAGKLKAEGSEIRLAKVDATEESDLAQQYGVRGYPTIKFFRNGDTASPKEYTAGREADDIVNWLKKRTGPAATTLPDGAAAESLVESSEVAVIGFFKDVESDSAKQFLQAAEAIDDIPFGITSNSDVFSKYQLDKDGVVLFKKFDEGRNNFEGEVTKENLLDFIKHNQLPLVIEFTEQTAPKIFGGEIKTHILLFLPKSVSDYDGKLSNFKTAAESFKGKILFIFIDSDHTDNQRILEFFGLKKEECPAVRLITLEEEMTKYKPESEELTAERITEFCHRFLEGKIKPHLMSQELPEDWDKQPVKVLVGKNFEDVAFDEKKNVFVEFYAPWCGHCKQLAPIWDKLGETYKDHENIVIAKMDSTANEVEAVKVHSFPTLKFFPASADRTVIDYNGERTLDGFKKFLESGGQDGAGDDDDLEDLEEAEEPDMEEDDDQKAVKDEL
Active calls of the source: *; ? = inconclusive; · = no result given. Compounds as they come. Share with any hit: about 3.3%.

SMILES	Shn3 3UTR inh	CF NFkB block	HIF-2a block	Peg3 promoter	Vif inh	KKLEB tox	TRPM1 prom inh	CaV13 FRET inh	NR2E3 ag-1	NR2E3 ag-2	PDI inh
CC(=O)NCC(=O)OC(C)C(=O)Nc1ccc(C(C)=O)cc1 (configuration not stated)	6	-11	9	-6	-2	6	1	·	1	18	-7
COc1cc(CNCCc2ccccc2F)ccc1OCc1ccc(Cl)nc1	-4	7	-85	-75	-1	-19	-47	·	1	-21	1
CCN1C(=O)CSc2ccc(C(=O)NCc3ccc(OC)cc3)cc21	6	-4	6	16	-1	0	20	-5	-3	9	0
COc1cccc(C(=O)NCC(=O)OCC(=O)NC2CCCCC2)c1	-8	25	14	9	-17	-13	-1	-6	·	34	-2
Cn1c(=O)cc(SCC(=O)NCC2COc3ccccc3O2)c2ccccc21 (configuration not stated)	12	2	6	2	-10	2	-1	-5	-2	2	0
O=C(c1ccc(F)cc1)N1CCCC(C(=O)N2CCCCC2)C1 (configuration not stated)	-13	-4	4	3	-8	16	14	-3	0	-2	5
CCCCn1c(N)c(N(CC(C)C)C(=O)c2ccc(N3C(=O)c4ccccc4C3=O)cc2)c(=O)[nH]c1=O	-21	8	1	-4	0	5	6	-5	5	-20	-4
c1ccc(CCN(Cc2ccccc2)C2CCN(C3CCCC3)CC2)cc1	12	-32	6	3	-4	-2	-19	-18	1	7	-2
O=C(NC1CCCC1)C(c1ccc(F)cc1)N(Cc1ccccc1)C(=O)c1csnn1 (configuration not stated)	-7	2	10	5	-2	-3	8	-2	-2	12	2
CC(O)c1cccc(NC(=O)CCC(=O)O)c1 (configuration not stated)	1	16	1	6	2	2	0	-8	0	-2	-10
COc1cc(/C=C2\SC(=O)N(CC(=O)Nc3cccc(C)c3)C2=O)ccc1OC(C)C(=O)O (configuration not stated)	4	-4	12	10	1	19	3	-5	3	-12	6
Cc1c(O)ccc2c(CN3CCN(Cc4ccccc4)CC3)cc(=O)oc12	-16	7	-4	-2	-1	2	-3	-4	1	0	?
O=C(C1CC(=O)N(c2ccc3c(c2)OCCO3)C1)N1CCN(S(=O)(=O)c2ccccc2F)CC1 (configuration not stated)	-4	8	30	-22	-12	7	9	-6	·	20	-17
CCc1cccc(CC)c1NC(=O)CSc1nc2ccc(N3C(=O)C4C(C3=O)[C@H]3C=C[C@@H]4C3)cc2s1 (some centres not stated)	34	3	22	9	-15	-7	12	-5	0	8	3
CCCn1c(N)c(N2CCCCC2)c(=O)n(CC(=O)Nc2ccccc2)c1=O	-19	1	-29	-18	-1	-3	-6	-5	1	-11	-2
O=C(Nc1ccc(Br)cc1)c1ccc(F)c(S(=O)(=O)N2CCN(c3ccccn3)CC2)c1	80	20	17	26	4	8	19	-4	2	-3	-7
Cn1c(SCC(=O)Nc2nc3ccccc3s2)nnc1-c1ccccc1	-18	20	-13	-9	4	-7	10	-4	5	17	2
CCCCCNC(=O)Cn1c(=O)c2c(ncn2CC(C)C)n(Cc2ccccc2)c1=O	8	1	12	22	12	7	6	-3	0	-36	11
COc1cccc(CNC(=O)c2cc3c(C)nc4ccccc4c3o2)c1	?	-27	-15	8	-23	0	·	-6	2	33	·
C=CCn1cnc2c(nnn2-c2cc(C)cc(C)c2)c1=O	-3	-10	-5	5	-15	12	1	-3	3	-36	3
CC1(C(=O)Nc2cccc3cccnc23)CCN1C(=O)CC1CC1 (configuration not stated)	25	-12	-6	-24	·	-8	·	-6	·	-19	-2
CC(=O)Nc1ccc(S(=O)(=O)NNC2=NS(=O)(=O)c3ccccc32)cc1	8	9	11	-2	-7	1	-16	1	3	11	13
Cc1c(C(=O)C(=O)N2c3ccccc3CC2C)c2ccccc2n1C (configuration not stated)	22	3	17	34	1	-11	9	2	-3	-18	1
Cc1cccc(NC(=O)c2ccc3c(c2)OCCO3)c1C	-119	-6	-236	-246	20	0	-109	-5	3	-140	2
C[C@H]1COC(=O)[C@@H](Cc2ccc(F)cc2)CC/C=C/C[C@@H](CC(=O)N(CCO)Cc2ccccc2)C(=O)N1	14	-3	12	14	-2	8	4	-11	·	-12	2
CCOC(=O)c1c(C)[nH]c(C)c1S(=O)(=O)Nc1ccc(CN2CCCCC2)cc1	-6	6	13	-10	15	-1	-5	-4	0	-15	1
c1ccc(Nc2nc(N3CCOCC3)nc(N3CCOCC3)n2)cc1	25	19	27	-4	4	-14	4	-1	-3	2	2
CCN(CC)C(=O)c1ccc(N)cc1	-14	-16	6	-19	-7	5	6	-9	-1	0	0
CCC1CCc2sc(C(=O)OCC(=O)N(CCOC)c3c(N)n(Cc4ccccc4)c(=O)[nH]c3=O)cc2C1 (configuration not stated)	-11	1	2	4	2	4	8	-6	0	-7	4
O=C(Nc1nnc(C2CCCO2)s1)c1ccc(Br)cc1 (configuration not stated)	-114	3	-156	-191	1	17	-62	-7	0	-54	-11
Cn1cc(Cl)c(C(=O)OCC(=O)Nc2ccccc2)n1	12	2	17	3	4	10	-1	·	-2	22	?
CC(=O)Oc1ccc(/C=c2\sc3ncnn3c2=O)cc1	0	6	23	31	-3	0	5	-4	-4	5	1
Nc1c2c(nc3ccccc13)N(c1ccccc1)CC2	2	-32	-9	-2	1	-11	-7	·	1	6	-9
CN(CC(=O)Nc1ccc(Cl)c(C(F)(F)F)c1)C(=O)c1cnccn1	-2	-2	10	4	·	1	5	-4	·	9	18
COc1ccc2cc(OC)c(C(=O)N3CCOCC3)cc2c1	-14	-9	24	0	4	11	0	-4	2	-2	-2
Cc1ccc(NS(=O)(=O)c2ccccc2F)cc1S(=O)(=O)N1CCCCCC1	2	-4	-3	4	-9	20	4	-6	·	13	-11
Cc1c(O)ccc2c(CN3CCN(C/C=C/c4ccccc4)CC3)cc(=O)oc12	45	7	22	28	-1	-12	10	-4	-2	28	44*
CC(C)COCc1ccc(O)c2ncccc12	72	2	21	55*	-1	-1	63*	0	3	-3	3
O=C(c1ccc([N+](=O)[O-])cc1[N+](=O)[O-])N1CCCC1	-13	19	18	2	-3	-4	7	-7	6	-10	-9
COc1cc(OC)c(S(=O)(=O)Nc2ccc(C(=O)O)cc2)cc1S(=O)(=O)Nc1ccc(C(=O)O)cc1	-17	13	16	3	-8	2	8	-4	1	-16	4

Quoted from the listing.
CCN(CC)C(=O)c1ccc(N)cc1 | CF NFkB block = -16
COc1ccc2cc(OC)c(C(=O)N3CCOCC3)cc2c1 | CF NFkB block = -9

More structures follow.
SMILES	Shn3 3UTR inh	CF NFkB block	HIF-2a block	Peg3 promoter	Vif inh	KKLEB tox	TRPM1 prom inh	CaV13 FRET inh	NR2E3 ag-1	NR2E3 ag-2	PDI inh
C=CC[C@@H](Cc1ccc(F)cc1)C(=O)OC[C@H]1CCCN1C(=O)[C@H](CC=C)CC(=O)N(CCO)Cc1ccccc1	18	1	-2	30	-2	7	-13	-3	·	-4	13
CCCOC(=O)c1c(NC(=O)CCCn2nc([N+](=O)[O-])c(Cl)c2C)sc(C(=O)OC)c1C	15	-9	13	14	-3	-19	-7	-2	1	-6	-2
CC(=O)Nc1ccc(S(=O)(=O)NCCC(=O)Nc2ccc(C)c(Cl)c2)cc1	23	5	-3	8	7	6	7	-2	0	11	1
CN(C)S(=O)(=O)c1ccc(Cl)c(C(=O)Nc2ccc(S(=O)(=O)N3CCOCC3)cc2)c1	26	0	3	12	-1	11	9	-2	0	9	-1
COc1ccccc1NC(=O)Cn1cnc2sc(C(=O)Nc3ccc(OC)c(OC)c3)c(C)c2c1=O	-17	8	6	2	3	-3	-11	-2	5	-11	6
O=C(COc1ccc(F)cc1Br)N1CCN(c2ncccn2)CC1	6	-6	-9	-7	1	-5	-13	-4	-3	-2	-4
O=C1Nc2ccc3c(c2C1=Cc1cc2c(cc1Br)OCO2)OCO3	16	19	12	48	?	-27	58	-3	·	-12	5
CSc1nc2c(c(=O)n1-c1ccc(C)cc1)SCC2	9	7	-14	1	5	-2	-3	-2	-6	-18	-2
Cc1occc1C(=O)N/N=C/c1cccs1	-8	-1	-221	-493	·	-11	-47	-8	2	-58	5
CN(C(=O)COc1ccccc1)c1nc(-c2ccc(F)cc2)cs1	-3	12	-17	-5	-3	0	-14	-3	4	-10	2
CC1CCCC(NC(=O)C2COc3ccccc3O2)C1C (configuration not stated)	-7	2	-33	-13	-6	-19	-14	-16	-1	-23	-6
CCC(=O)Nc1ccc(C(=O)CSc2nc3ccccc3[nH]2)cc1	2	0	5	7	9	4	-2	-4	2	-64	-6
Cc1ccc(N2C(=O)N(CC(=O)Nc3cc(Cl)ccc3C)C(=O)C2C)cc1 (configuration not stated)	1	-13	-7	2	0	1	3	-6	3	-20	6
COc1ccc(C2CC23N=C(c2ccccc2)OC3=O)cc1 (configuration not stated)	-12	12	25	3	-1	0	2	-4	0	-8	-8
C=CCSc1nc2c(cc1C#N)CCC2	0	2	-22	-9	35	-2	-1	-11	1	1	15
Cc1cccc2cc(CN(Cc3nnnn3Cc3ccccc3)C3CCCC3)c(=O)[nH]c12	18	4	14	12	2	11	14	·	-2	5	4
Cc1cccc(N=C2NC(=O)/C(=C/C=C/c3ccco3)S2)c1	-15	9	-135	-69	5	-6	-1	-2	4	-31	14
Cc1ccc(Nc2cnn(C34CC5CC(CC(CC(=O)O)(C5)C3)C4)c(=O)c2Cl)cc1C	2	11	8	-5	1	2	6	-7	3	-11	-2
COc1ccccc1-c1cc(C(F)(F)F)nc(S(=O)(=O)CCCC(=O)NC(C)C)n1	33	88*	90*	113*	?	-94*	86*	·	1	-6	-12
O=C(Oc1cccc(OC(=O)N2CCCCC2)c1)N1CCCCC1	22	14	14	7	-5	-5	10	-2	9	18	-3
CCCNC(=O)CN(c1ccc(F)cc1)S(=O)(=O)c1ccc2c(c1)OCCO2	11	-17	4	15	5	2	-19	-7	0	0	-2
Cc1sc2ncnc(SCC(=O)N(C(C)C)C(C)C)c2c1C	7	3	8	-1	1	4	9	-7	-1	-4	6
CC(=O)N(C)c1ccc(NS(=O)(=O)c2cc(Cl)ccc2Cl)cc1	-9	3	17	6	38	6	-13	-6	0	-18	-4
COc1cc(/C=N/NC(=O)c2ccccn2)ccc1OC(=O)c1ccccc1Br	-11	-55	-126	-96	-4	7	-62	-6	0	-46	4
